# aSyn yeast inh: inhibitors of alpha-synuclein toxicity in yeast | Yeast expressing alpha-synuclein, growth rescue, BacTiter-Glo, 24 h | Potency, µM (titrated, usually from 46.1 µM), inactives show at the top dose growth rescue (activation), most hits filed as activators | 0.14% of 370,000 active | AID 652106; also: potency is read from the fitted curve at half-maximal effect; % of control where 0% means no effect; nearly all actives have a fitted effect of over 65% in size
#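 Galactose-induced alpha-syn yeast (OD600=0.02, raffinose-pregrown) + pinned cpd, 24 hr, 30 deg C; growth by BacTiter-Glo luminescence. Growth restoration scores as activation.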
# FUS yeast rescue: FUS proteinopathy suppression in yeast | S. cerevisiae FUS-expressing, growth rescue, OD600, 24 h | Potency, µM (series often up to 76.6 µM), without a hit: at the top dose growth rescue (activation), actives largely listed as activators | 0.24% of 390,000 active | AID 1347120;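 also: potency is read from the fitted curve at half-maximal effect; plate controls were DMSO vehicle for no effect and reference control for full effect; nearly all actives have a fitted effect of over 55% in size; some results filed as inactive show a strong effect at the top dose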
#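 S. cerevisiae expressing FUS from galactose induction served as the toxicity model. Growth after 24hr at 30C, read as absorbance at 600 nm, indicates suppression of toxicity; compounds dosed at several concentrations.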
# GLP1R ag: activates the human GLP-1 receptor. P43220. HEK293 GLP-1R CRE-luciferase, luminescence, 4-6 h; cells express a hypersensitive GLP-1R form. Potency, µM (series often up to 45.6 µM), inactives show top-dose activation, actives largely listed as activators. 0.007% of 380,000 active; also: potency is read from the fitted curve at half-maximal effect; % of control where 0% means no effect
# Target sequence (P43220 whole entry, looked up): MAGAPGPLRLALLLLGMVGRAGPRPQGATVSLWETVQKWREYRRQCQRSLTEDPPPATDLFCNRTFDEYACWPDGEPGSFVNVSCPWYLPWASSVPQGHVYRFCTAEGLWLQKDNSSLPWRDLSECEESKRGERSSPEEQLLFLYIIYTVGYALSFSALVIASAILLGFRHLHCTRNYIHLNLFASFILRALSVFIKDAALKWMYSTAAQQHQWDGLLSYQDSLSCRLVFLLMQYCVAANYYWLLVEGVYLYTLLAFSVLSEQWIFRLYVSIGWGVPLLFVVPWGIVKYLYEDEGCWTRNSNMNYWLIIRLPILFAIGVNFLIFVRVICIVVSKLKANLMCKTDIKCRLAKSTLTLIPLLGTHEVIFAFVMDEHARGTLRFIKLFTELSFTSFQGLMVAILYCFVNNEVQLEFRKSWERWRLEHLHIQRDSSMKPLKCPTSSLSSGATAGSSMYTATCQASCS
# TDP-43 yeast inh: inhibitors of TDP-43 toxicity in yeast. TDP-43 expressing yeast growth rescue, BacTiter-Glo, 24 h. Potency, µM (highest dose often 46.1 µM), without a hit: top-dose growth rescue (activation), most hits filed as activators. 1.8% of 410,000 active. AID 652104; also: potency is read from the fitted curve at half-maximal effect; % of control where 0% means no effect; nearly all actives have a fitted effect of over 50% in size
#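 Growth rescue of TDP-43-toxic yeast measured as ATP luminescence (BacTiter-Glo). Cells grown to mid-log in raffinose, induced in galactose at OD600=0.02, exposed to compound 24 hr at 30 deg C.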
# Abeta rescue: compounds reversing amyloid beta toxicity in yeast | yeast expressing A-beta42, growth rescue, OD600, 48 h; response scale: 0% DMSO, 100% iron-clioquinol control | Potency, µM (doses to about 46.1 µM), inactives show at the top dose growth rescue, actives largely listed as activators | 0.063% of 410,000 active | AID 1347071; also: potency is read from the fitted curve at half-maximal effect; nearly all actives have a fitted effect of over 55% in size
#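 Growth rescue measured by 600 nm absorbance after 48 h yeast culture at 30 C with compound. Values normalized between DMSO and an equimolar ferric chloride plus clioquinol control.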
# GLP-1R inv ag: acts as inverse agonist at human GLP-1 receptor; HEK293 GLP-1R CRE-luciferase, luminescence, 24 h; GLP-1R form is constitutively active; 1.6% of 410,000 active; AID 624417; P43220; Potency, µM (highest dose often 38.3 µM), for the others: at the highest dose activity change, negative = inhibition, usual class: inhibitors; also: potency is read from the fitted curve at half-maximal effect; % is scaled to controls: 0 for no effect and ±100 for the full control effect; nearly all actives have a fitted effect of over 55% in size
#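 Cells are plated, allowed 12 hours at 37 deg C, then treated with compounds for 24 hr before luciferase detection reagent is added and luminescence is read after 12 min at room temperature. The HEK293 line carries constitutively active GLP-1R with a cAMP-responsive reporter.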
# D3 antag: D3 dopamine receptor (human) antagonism; P35462; D3R cells, DiscoveRx beta-arrestin luminescence, antagonist mode; stronger effect = lower value; max response, negative = inhibition, %; 2.5% of 360,000 active; in the data active = max response below about -50%; inconclusive = no clear call, values can overlap the other calls; also: % is scaled to controls: 0 for no effect and ±100 for the full control effect; mostly tested at two doses, the higher about 12 µM
# Target sequence (P35462 whole entry, looked up): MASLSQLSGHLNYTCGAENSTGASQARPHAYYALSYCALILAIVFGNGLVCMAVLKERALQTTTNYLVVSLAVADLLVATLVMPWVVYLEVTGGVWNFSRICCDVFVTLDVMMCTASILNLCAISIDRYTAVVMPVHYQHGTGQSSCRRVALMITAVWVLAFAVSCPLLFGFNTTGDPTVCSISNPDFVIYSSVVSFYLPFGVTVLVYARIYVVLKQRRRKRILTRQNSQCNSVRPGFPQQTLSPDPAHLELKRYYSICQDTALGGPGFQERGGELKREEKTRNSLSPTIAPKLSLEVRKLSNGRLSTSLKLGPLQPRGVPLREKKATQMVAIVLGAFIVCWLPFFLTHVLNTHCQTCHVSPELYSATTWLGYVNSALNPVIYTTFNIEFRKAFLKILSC
#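 Cells expressing the human receptor were seeded at 1500 cells/well, incubated overnight at 37 degrees C in 5% CO2, then exposed to library compounds with dopamine controls for 90 minutes at 37 degrees C before luminescent detection.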
# PTHR1 ag: activates the human parathyroid hormone receptor PTHR1; 0.075% of 410,000 active; Potency, µM (series often up to 115 µM), for inactives: at the top dose activation, usual class: activators; HEK293 GP2 PTHR1 cells, GloSensor cAMP luminescence, 1 h; AID 743266; also: potency is read from the fitted curve at half-maximal effect; nearly all actives have a fitted effect of over 55% in size; some results filed as inactive show a strong effect at the top dose; inactives centre near -15; many of its hits are not listed in these tables
#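 HEK-293-derived GP2 cells expressing PTHR1 and a GloSensor cAMP reporter, 3,000/well, plated overnight, given luciferin plus IBMX (each 0.5 mM as added) for 1 h at 37 °C, then compound for 1 h at 37 °C. Luminescence was read after 15 min at room temperature.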
# pAkt inh: inhibitors of Akt phosphorylation | Neuro2A IGF-stimulated pAkt S473 HTRF, 20 min; stronger effect = lower value | activity change, % for hits at 50 µM | 0.32% of 360,000 active; in the data active = activity change below about -80%; inconclusive = mostly about -51% to -80%; also: % is scaled to controls: 0 for no effect and ±100 for the full control effect
#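 Single-point screen (50 µM final compound) in Neuro2A cells stimulated 20 min with 6 nM IGF at 37 deg C. After lysis, Ser473-phosphorylated Akt read by HTRF (ex 330 nm, em 615/665 nm) as the 665/615 ratio.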
# The depositor's hits bear a star; i = inactive; ? = inconclusive; / = no result given; & = joins results of further samples; [ ] = remark or other dose. Unless noted, calls follow the shape of the dose curve; as a rule, active = well fitted curve in the direction sought with a large enough effect; inconclusive = small, poorly fitted or top-dose-only effect, or another doubt; inactive = no such curve, though single readings can be large; an effect the other way counts as inactive or inconclusive. Not all compounds are listed, so the mix of outcomes need not match the whole.
# Values in the order: aSyn yeast inh	FUS yeast rescue	GLP1R ag	TDP-43 yeast inh	Abeta rescue	GLP-1R inv ag	D3 antag	PTHR1 ag	pAkt inh
1) COc1ccccc1N1CCN(C(=O)C2=CC=CN3CCS(=O)(=O)N=C23)CC1
 : -2%	-11%	-4%	-8%	4%	16%	-14	-25%	i
2) COCCCNC(=O)COc1ccc(S(=O)(=O)NCc2ccccc2)cc1Cl
 : 5%	/	1%	24%	8%	-1%	22	i	i
3) Cc1ccc2nc(-c3cc(NC(=O)COc4ccc(C)c(C)c4)ccc3Cl)oc2c1
 : /	-1%	/	26%	-6%	5%	/	-32%	/
4) CCOC(=O)C1=C[C@@H](C(C)C)N(S(=O)(=O)c2ccc(C)cc2)[C@H]1c1ccc(C(C)C)cc1
 : 0%	9%	-3%	19%	9%	?	20	-36%[inhibitor]	i
5) Cc1ccc(-n2cccn2)c(CN2CCCC(CNC(=O)c3ccc(F)cc3)C2)c1 (stereo not given)
 : -9%	32%	7%	-24%[0.397 µM]	12%	-21%	-11	i	i
6) CCOC(=O)c1ccccc1NC(=O)CN1CCC(n2nnc3cc(C(F)(F)F)ccc32)CC1
 : 0%	3%	13%	-1%	-12%	22%	13	-35%[inhibitor]	i
7) CCOC(=O)c1nnn(-c2nc(N(C)C)nc(N(C)C)n2)c1C
 : 0%	7%	-1%	?	-16%	6%	14	-9%	i
8) CC(C)CCNC(=O)CCn1c(=O)c2cccn2c2cccnc21
 : /	-22%	/	18%	-12%	6%	/	-9%	/
9) S=c1[nH]nc(Cn2c(-c3ccccn3)nc3ccccc32)n1-c1ccc2c(c1)OCCO2
 : 0%	43%	6%	-11%	-7%	30%	-29	i	i
10) COCCn1c(SCC(=O)N2CCCc3ccccc32)nc2c(c1=O)SC(C)C2 (stereo not given)
 : 1%	18%	12%	0%	-1%	0%	26	-14%	i
11) Cc1cc(-c2ccccc2)nc2[nH]n(-c3ccccc3)c(=O)c12
 : /	4%	-3%	8%	15%	5%	-68*	-17%	/
12) Cc1cc(C(=O)NNC(=O)/C=C/c2ccc(F)cc2)c(C)o1
 : 1%	-17%	-5%	-2%	3%	1%	11	i	i
13) NC(=O)CSc1nc2sc(-c3ccccc3)cc2c(=O)n1N
 : 1%	/	2%	8%	0%	40%[activator]	6	-8%	i
14) CN(C)/C=N/NC(=O)c1ccccc1Cl
 : 8%	6%	-6%	15%	-8%	8%	8	-13%	i
15) COCCNC(=O)CS(=O)Cc1nc(-c2ccc(Cl)cc2)oc1C (stereo not given)
 : -2%	11%	0%	3%	-6%	15%	3	i	i
16) Cc1ccc(OCC(=O)Nc2ccc(O)c(-c3nc4ccccc4o3)c2)cc1
 : 21%	9%	-19%	21%	12%	8%	-4	i	i
17) CCOC(=O)c1cc2c(=O)n3ccccc3nc2n(Cc2ccco2)c1=NC(=O)c1ccccc1OCC
 : 9%	14%	6%	26%	-23%	13%	-18	-30%[inhibitor]	i
18) CCOc1ccc(-c2noc(CCC(=O)NC)n2)cc1OCC
 : -15%	3%	-4%	13%	5%	74%[activator]	24	i	i
19) CC(=O)c1c(-c2ccc(Cl)cc2)c2ccccc2[nH]c1=O
 : -1%	-3%	19%	-13%	3%	?	-10	i	i
20) O=C(Nc1cccc(F)c1)[C@H](CSCc1ccccc1)N1Cc2ccccc2C1=O
 : /	-16%	-8%	3%	-6%	?	/	-31%[inhibitor]	/
21) COc1cc(NC(=O)CN(C)S(=O)(=O)c2ccc3c(c2)CCC(=O)N3)cc(OC)c1
 : 0%	-1%	2%	8%	5%	16%	-14	-31%[inhibitor]	i
22) N#CC1(NC(=O)COC(=O)c2ccccc2SCC(=O)N2CCCC2)CCCCC1
 : -5%	/	-2%	-14%	-7%	4%	14	i	i
23) CCCCCCn1c(-c2ccco2)nc2oc3cc(OC)ccc3c(=O)c2c1=O
 : -2%	18%	-3%	-22%	5%	-11%	16	i	i
24) COC(=O)CNC(=O)C(Cc1c[nH]c2ccccc12)NC(=O)OC(C)(C)C (stereo not given)
 : -9%	-4%	0%	4%	5%	6%	?	i	i
25) O=C(NC1CCCCCC1)c1c(O)nc2sccn2c1=O
 : -8%	18%	-14%	-37%[inhibitor]	-43%[inhibitor]	?	0	i	i
26) CC(C)C[C@@H]1COc2cccc(N3CCSCC3)c2S(=O)(=O)N1
 : ?	1%	19%	7%	26%	22%	4	-30%	i
27) COc1ccccc1N1CCN(C(=S)NC(=O)/C=C/c2ccc(F)cc2)CC1
 : -3%	20%	1%	15%	-92%[inhibitor]	?	-10	-9%	i
28) CCOc1cccc(CN2CCCC(C(=O)c3cc(Cl)ccc3OC)C2)c1O (stereo not given)
 : 1%	13%	3%	-14%	1%	?	-106*	-42%[inhibitor]	i
29) CCCCSc1nc2c(=O)[nH][nH]c(=O)c2n1Cc1ccccc1
 : 3%	12%	-9%	17%	13%	4%	-3	i	i
30) CCOC(=O)N1CCC2(CC1)NCCc1c2[nH]c2ccccc12
 : 0%	-4%	9%	-7%[1.82 µM]	4%	5%	-6	0%	i
31) CC(C)Sc1ncnc2[nH]ncc12
 : 20%	/	-1%	5%	-27%	18%	3	-3%	i
32) Cn1c(SCC(=O)NCc2ccco2)nnc1-c1c[nH]c2ccccc12
 : 4%	-8%	-5%	6%	4%	22%	13	-8%	i
33) CC(C)(C)NC(=O)C(OC(=O)c1cccs1)c1ccc(F)cc1 (stereo not given)
 : 15%	-47%	-2%	12%	2%	-24%	11	i	i
34) Cc1cc(C(=O)NCc2cccnc2)cs1
 : 0%	10%	1%	-11%	1%	0%	14	10%	i
35) O=C(N/N=C\c1ccc[nH]1)C1COc2ccccc2O1 (stereo not given)
 : 3%	-19%	7%	15%	-5%	12%	6	i	i
36) Cc1ccc2nc(/C(C#N)=C\c3ccc([N+](=O)[O-])o3)[nH]c2c1
 : -80%[inhibitor]	58%	10%	-95%[inhibitor]	?	15%	-27	-2%[57.5 µM]	/
37) CO/N=C/c1c(C(=O)OC)nn(-c2ccccc2)c1Cl
 : 0%	-7%	0%	15%	-19%	10%	-1	-16%	i
38) CC(C)C(=O)Nc1sc2c(c1-c1nc3ccccc3[nH]1)CCCC2
 : 2%	41%	1%	-6%	10%	?	?	i	i
39) CCc1nnc(NC(=O)C2Cc3ccccc3C(=O)O2)s1 (stereo not given)
 : -2%	-13%	-5%	12%	4%	6%	22	i	i
40) Cc1ccccc1OCC(=O)Nc1cc(S(=O)(=O)N2CCOCC2)ccc1N1CCCC1
 : 16%	31%	-8%	-5%	-18%	3%	-19	-30%	i
41) CCOC(=O)c1cnc2ccc(OCC)cc2c1NCCN1CCOCC1
 : 2%	5%	13%	-18%	-15%	5%	-1	-13%	i
42) CCNC(=O)CC1C(=O)N(c2ccc(OC)cc2)C(=O)N1Cc1ccc(OC)cc1 (stereo not given)
 : -3%	9%	-6%	-5%	6%	-19%	4	-2%[57.5 µM]	/
43) O=C(Nc1ccccc1)c1cnc2ccccc2n1
 : 0%	/	0%	0%	2%	11%	50	i	i
44) O=C(Nc1ccc(N2CCOCC2)cc1)c1ccc([N+](=O)[O-])o1
 : -14%	-4%	2%	8%	-32%[inhibitor]	10%	?	-11%	i
45) COc1ccc(NC(=O)CN(C)C(=O)c2cccc(S(=O)(=O)N3CCN(C)CC3)c2)cc1
 : -9%	3%	5%	-7%	4%	20%	8	i	i
46) Cc1nc2scc(C)n2c(=O)c1S(=O)(=O)Nc1ccc(N2CCOCC2)cc1
 : ?	9%&-6%	-1%	?	0%&11%	11%&8%	-5	-22%	i
47) CCc1nc(C)ccc1OC(=O)C12CC3CC(CC(C3)C1)C2
 : -10%	19%	0%	18%	-38%[inhibitor]	-44%	-5	-17%	i
48) CCN(c1ccccc1)S(=O)(=O)c1cc(C(=O)O)ccc1C
 : 0%	13%	-11%	-1%	0%	-1%	-4	-1%	i
49) Cn1cnc([N+](=O)[O-])c1Sc1ccccc1
 : -9%	-13%	-7%	?	-16%	?	-19	i	i
50) O=C(CCNC(=O)N1CC(=O)Nc2ccccc21)NCc1ccc(F)cc1
 : 7%	-17%	-6%	2%	-2%	-19%	9	i	i

# (more compounds)
# Values in the order: aSyn yeast inh	FUS yeast rescue	GLP1R ag	TDP-43 yeast inh	Abeta rescue	GLP-1R inv ag	D3 antag	PTHR1 ag	pAkt inh
51) CN(C)CCN=c1cc(-c2ccccc2)oc2ccc(Cl)cc12
 : 6%	-10%	4%	-3%	-6%	3%	-5	-31%[inhibitor]	i
52) COc1ccc2oc(=O)c(C(=O)N3CCN(C(=O)c4ccco4)CC3)cc2c1
 : 0%	0%	-1%	-20%	-19%	15%	-9	-21%	i
53) COc1ccc(C(CNC(=O)c2cccc(S(=O)(=O)N3CCOCC3)c2)N2CCOCC2)cc1 (stereo not given)
 : -14%	/	0%	14%	-2%	1%	-13	i	i
54) CC1CN(S(=O)(=O)c2ccc(-c3nc4ccccc4s3)cc2)CC(C)O1 (stereo not given)
 : 3%	-10%	-4%	-16%	2%	0%	-17	-10%	i
55) O=C(NCc1cc2ccccc2[nH]1)C1CCC(=O)N(CCCN2CCCC2=O)C1 (stereo not given)
 : -1%	28%	-5%	-16%	6%	0%	-13	i	i
56) CCCCn1c(N)c(N(CCOC)C(=O)c2ccc(N3C(=O)CCC3=O)cc2)c(=O)[nH]c1=O
 : 2%	5%	-5%	-11%	-9%	3%	11	i	i
57) O=C(NC(=S)Nc1cc(Cl)ccc1N1CCOCC1)c1ccc(-c2cccc(Cl)c2)o1
 : -7%	35%	-4%	-5%	-8%	17%	-16	-6%[57.5 µM]	/
58) COC(=O)CCC(C)C1CCC2C3CCC4CC(O)CCC4(C)C3=CC(=O)C12C (stereo not given)
 : 1%	40%	10%	?	-2%	?	-7	-42%[inhibitor]	i

# Screening results as filed in PubChem BioAssay.
